INS promoter inh = TRM-6 insulin promoter activity inhibition; TRM-6 cells (human fetal islet line), insulin promoter-eGFP reporter, imaging; reporter expression induced with tamoxifen; inhibition, % at 2 µM; 130,000 tested, 0.9% active; AID 1273;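 active = inhibition above the mean plus 3 SD, with well images judged a real hit on visual review, cut at about 60% in these data, passing the limit was not always enough; inconclusive = inhibition over the cutoff but images rejected on review; inactive = inhibition not above the cutoff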
sdo1 growth = compounds rescuing growth of sdo1-depleted yeast, bone marrow failure model | S. cerevisiae sdo1-depleted JHY4D growth rescue, OD600 30 h; active compounds read high; pdr5 snq2 efflux-pump mutant strain | z-score at 10 µM | 140,000 tested, 0.21% active;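 active = z-score above 3 at both the 24 hr and the 30 hr optical density reads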;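 also: z-score against mean and SD of all compound wells on the same plate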
sdo1 growth Rescue 24 h = also measured in sdo1 growth; calls as there; z-score; S. cerevisiae sdo1-depleted JHY4D growth rescue, OD600; measured here: growth rescue at 24 h;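 0 is the plate mean of compound wells and units are plate SD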
An asterisk follows results filed as active; ? = inconclusive; nt = not tested or not shown; [ ] = remark or other dose. Some of the compounds tested (hit frequency here may not be typical).

SMILES | INS promoter inh | sdo1 growth | sdo1 growth Rescue 24 h
Cc1c(C(=O)NCC2CCCO2)oc2ccc3c(c12)C(=O)CC(C)(C)O3 (configuration not stated) | -57.1 | -0.61 | -0.25
O=C1c2cccc3cccc(c23)C(=O)N1c1ccc2ncccc2c1 | -453.9 | -0.54 | 0.32
O=C(CSc1nc2nn(-c3ccccc3)c(=O)c-2c2n1CCCCC2)NCCc1ccccc1 | -191.7 | nt | nt
Cc1ccc(Nc2nc(C(=O)N3CCC(C(=O)NCCN4CCOCC4)CC3)cs2)cc1 | -40.0 | 0.19 | 0.13
COC(=O)c1c(NC(=O)C2CC=CCC2C(=O)O)sc(C)c1C (configuration not stated) | 22.9 | 0.62 | 0.24
O=C(Nc1ccc(S(=O)(=O)NCc2cccnc2)cc1)c1ccccc1Cl | -48.1 | -0.29 | -0.35
CCn1ccc(C(=O)N2CCOCC2)n1 | -36.8 | nt | nt
CC1CN(S(=O)(=O)N(C)C)CCN1S(=O)(=O)N(C)C (configuration not stated) | 13.0 | 0.63 | 0.35
CCNC(=O)NNC(=O)C1CC(c2cccs2)=NO1 (configuration not stated) | 15.4 | nt | nt
CO/N=C/CC(=O)c1cnc(-c2ccccc2)s1 | 40.0 | nt | nt
CNc1nc(Nc2ccc(C(C)=O)cc2)nc(OC(C(F)(F)F)C(F)(F)F)n1 | 28.6 | -1.02 | -0.6
CCOc1ccc2c(c1)C(C)=CC(C)(C)N2C(=O)Nc1ccccc1F | -29.7 | -0.05 | -0.28

Three entries from above, with values under each structure.
The line under a structure holds: INS promoter inh	sdo1 growth	sdo1 growth Rescue 24 h
> Cc1c(C(=O)NCC2CCCO2)oc2ccc3c(c12)C(=O)CC(C)(C)O3 (configuration not stated)
  -57.1	-0.61	-0.25
> CCNC(=O)NNC(=O)C1CC(c2cccs2)=NO1 (configuration not stated)
  15.4	nt	nt
> CNc1nc(Nc2ccc(C(C)=O)cc2)nc(OC(C(F)(F)F)C(F)(F)F)n1
  28.6	-1.02	-0.6

5 entries drawn at random from the list so far, as already listed:
SMILES | INS promoter inh | sdo1 growth | sdo1 growth Rescue 24 h
CC1CN(S(=O)(=O)N(C)C)CCN1S(=O)(=O)N(C)C (configuration not stated) | 13.0 | 0.63 | 0.35
CCOc1ccc2c(c1)C(C)=CC(C)(C)N2C(=O)Nc1ccccc1F | -29.7 | -0.05 | -0.28
CO/N=C/CC(=O)c1cnc(-c2ccccc2)s1 | 40.0 | nt | nt
COC(=O)c1c(NC(=O)C2CC=CCC2C(=O)O)sc(C)c1C (configuration not stated) | 22.9 | 0.62 | 0.24
Cc1c(C(=O)NCC2CCCO2)oc2ccc3c(c12)C(=O)CC(C)(C)O3 (configuration not stated) | -57.1 | -0.61 | -0.25

The list continues:
SMILES | INS promoter inh | sdo1 growth | sdo1 growth Rescue 24 h
OC(COc1ccccc1)CN1CCOCC1 (configuration not stated) | -42.9 | 0.02 | -0.89
CN=C(Nc1ccc(C(=O)OC)cc1)SC1CC(=O)N(c2ccccc2F)C1=O (configuration not stated) | -7.7 | -0.77 | 0.4
O=C(COC(=O)c1ccccc1Nc1ccccc1)Nc1ccccc1 | 9.4 | -1.47 | -1.21
CCC(C)NC(=O)COC(=O)c1ccc(Cl)cc1O (configuration not stated) | -47.1 | nt | nt
O=C(O)c1ccc(N/N=C/c2ccc3ncccc3c2)cc1 | nt | -0.41 | -0.56
O=C(OC(C(=O)NCC1CCCO1)c1ccc(F)cc1)c1cccs1 (configuration not stated) | -28.6 | -0.32 | -0.04
Cc1ccc(S(=O)(=O)Cc2cc(-c3ccc(Cl)cc3)no2)cc1 | 25.0 | nt | nt
Cc1nc(NC(=O)c2ccccc2)sc1-c1csc(NCc2ccccc2)n1 | nt | -0.92 | -0.64
O=C1CC(N2CCN(c3ccccc3Cl)CC2)C(=O)N1c1cccc(F)c1 (configuration not stated) | 35.1 | -0.2 | 0.52
O=C(/C=C/c1ccccc1)NC(=S)Nc1cccnc1 | 41.9 | 0.01 | 0.04
O=C(NCc1ccccc1)C(c1ccncc1)N(C(=O)c1csnn1)C1CC1 (configuration not stated) | -54.3 | -0.56 | 0.3
Cc1ccc(C(=O)Cn2nnc3c(sc4nc5c(c(-c6ccccc6)c43)CCC5)c2=O)cc1 | nt | -0.1 | -0.28
CCCN(CCC)C(=O)C1c2ccccc2Oc2ccccc21 | -30.0 | -1.08 | -0.82
CCCn1c(NC(=O)C23CC4CC(CC(O)(C4)C2)C3)nc2ccccc21 | -27.3 | nt | nt
O=C1c2cccnc2C(Nc2ccc(S(=O)(=O)N3CCCCC3)cc2)N1Cc1ccccc1 (configuration not stated) | 7.1 | -0.04 | -0.13
O=C(O)c1ccc(COc2c(F)c(F)cc(F)c2F)cc1 | 0.0 | 0.18 | -0.3
CCCNC(=O)C(Cc1ccccc1)NS(=O)(=O)c1cccc2nsnc12 (configuration not stated) | -107.1 | 0.53 | 0.23
CCCC(=O)Nc1cccc(Oc2nc(C)cc(C)c2C#N)c1 | 48.7 | -0.2 | 0.73
O=C(CSc1nc2ccc(Cl)cc2[nH]1)N1CCN(C(=O)c2ccco2)CC1 | nt | 0.02 | -0.54
CC(C)n1nnnc1SCC(=O)NCCc1ccccc1 | -75.0 | -0.91 | -0.82
CCN(C1CCCCC1)S(=O)(=O)c1ccc(S(=O)(=O)NCCc2ccncc2)cc1 | 12.1 | -1.09 | -1.4
O=C(NC(=S)N(CCc1ccccc1)CCc1ccccc1)c1ccco1 | nt | -0.87 | -1.29
Cn1cc(CN2CCc3ccccc3C2)c2ccccc21 | 80.7* | 0.5 | -0.03
O=C(CCN1C(=O)c2ccccc2C1=O)Nc1ccc(-c2nc3ccccc3o2)cc1 | 44.4 | -1.17 | -0.48
COc1ccc(Cl)cc1NS(=O)(=O)c1ccc(OC)c(OC)c1 | 50.0 | -0.6 | -0.36
COc1ccc(NC(=O)c2sc(SC)nc2N)cc1 | -14.8 | 0 | -0.04
S=c1[nH]nc(-c2ccco2)n1/N=C/C=C/c1ccccc1 | 5.6 | -0.46 | 0.98
O=C(COC(=O)C1CC2C=CC1C2)NCc1ccc(F)cc1 (configuration not stated) | nt | -0.53 | -0.66
O=C(NCc1cccs1)c1cc2c(s1)CCCC2 | 29.7 | -2.03 | -1.37
CC(CS(=O)(=O)c1ccc2ccccc2c1)N1CCN(C2CCCCC2)CC1 (configuration not stated) | 0.0 | nt | nt
O=[N+]([O-])c1cc(C(F)(F)F)ccc1NCCCCNS(=O)(=O)c1ccc(Cl)cc1 | 7.4 | -1.18 | 6.45
O=C(NCCCOc1cccc(CN2CCCCC2)c1)c1ccc(Cl)c(Cl)c1 | nt | -0.74 | -1.25
CS(=O)(=O)NCc1nnc(SCc2ccccc2C(F)(F)F)o1 | nt | -0.21 | -0.64
N#CCC(=O)NNC(=S)NC(=O)C(c1ccccc1)c1ccccc1 | 50.0 | nt | nt
COc1ccc(NC(=O)Nc2nnc(-c3ccccc3SCc3ccccc3)s2)cc1 | -8.3 | -1.47 | -0.19
CCS(=O)(=O)Nc1ccc(Cc2ccncc2)cc1 | 20.0 | 0.03 | -1.54
O=S1(=O)CC(O)C(Nc2ccccc2)C1 (configuration not stated) | 17.1 | -0.43 | 0.49
CCn1nnnc1-c1ccc(OC)c(S(=O)(=O)Nc2ccc(C(=O)OC)cc2)c1 | -250.0 | 0.24 | -0.12
COc1ccc(C(=O)Nc2ccc(N3CCCCC3)cc2)cc1Br | 0.0 | -0.25 | -0.38
Nc1nc(Cn2nnc(-c3ccccc3F)n2)nc(N2CCOCC2)n1 | 18.5 | 1.48 | 2.16
O=C(Nc1ccccc1)c1cc2ccccc2c(=O)s1 | nt | -0.67 | -1.29
COc1cc(OC)cc(-n2nnnc2SCC(=O)NCc2ccc3c(c2)OCO3)c1 | -24.2 | -0.54 | -0.03
COc1ccc(CNC(=S)N/N=C/c2ccc(OC)c(OC)c2)cc1 | nt | -1.59 | -0.99
CCOC(=O)C1CCCN(C(=O)C2CCN(S(=O)(=O)CC)CC2)C1 (configuration not stated) | -3.1 | 0.93 | 1.19
CN(C)c1ccc(C2N(c3ccc(Cl)cc3)C(=O)C3CCCN32)cc1 (configuration not stated) | nt | 1.18 | 1.33
CS(=O)(=O)N1CCC(Oc2ccccc2C(=O)NCCCc2cccnc2)CC1 | 11.1 | nt | nt
CCC(=O)NNc1nc2c(C)cc(C)cc2s1 | -56.1 | nt | nt
CCCCCC(C)NC(=S)NC(=O)c1cc(S(=O)(=O)N2CCOCC2)ccc1C (configuration not stated) | -100.0 | -0.96 | -0.79
CCOC(=O)c1ccc(NC(=O)NC2CC3CCC(C2)N3C(=S)NC)cc1 (configuration not stated) | 40.0 | nt | nt
COc1ccc(C(=O)N2CCCC(c3nc(-c4cc(OC)c(OC)c(OC)c4)no3)C2)cc1 (configuration not stated) | nt | -0.63 | 0.23
Cc1ccc(C(C#N)N2CCOCC2)cc1 (configuration not stated) | nt | 0.37[18.6 µM] | -0.16
CCc1ccc(N2C(=O)c3sc4nnc(C)c(=O)n4c3C2=O)cc1 | nt | 0.01 | -0.4
CCN(c1ccccc1)S(=O)(=O)c1ccc(Cl)c(NC(=O)CSc2nncn2C)c1 | nt | -0.15 | -1.27
Cc1ccc(NC(=O)N(Cc2cc3cc(C)cc(C)c3[nH]c2=O)CC2COCCO2)cc1 (configuration not stated) | 45.5 | -0.32 | 0.53
O=C(OCc1ccc(F)cc1)c1ccc2c(c1)-c1ccccc1C2=O | -20.7 | -0.44 | -0.56
CC12CCC(C(=O)N(c3cccc(Cl)c3)C1=O)C2(C)C (configuration not stated) | -26.7 | -0.27 | -1.29
CCCn1c(N)c(C(=O)NS(=O)(=O)c2ccc(C)cc2)c(=O)n(C)c1=O | -23.5 | nt | nt
O=C(NC1CCCCC1)NC1CC2CCC(C1)N2C(=O)NC1CCCCC1 (configuration not stated) | -6.2 | 1.27 | 1.04
CC(=O)Oc1ccc(C)cc1-n1nc2ccccc2n1 | 5.6 | -1.01 | -0.65
Nc1ccccc1Nc1ccncc1[N+](=O)[O-] | 26.3 | 0.42 | 0.78

More entries follow:
SMILES | INS promoter inh | sdo1 growth | sdo1 growth Rescue 24 h
CCn1c(COc2ccc3c(c2)CCCC3)nnc1SCC(=O)Nc1ccc(C(=O)OC)cc1 | nt | -0.14 | 0.53
COc1ccc(C2=NOC(C(=O)NCCN3CCOCC3)C2)cc1 (configuration not stated) | 0.0 | -0.15 | -0.24
CN1CCN(c2ccc(NC(=O)COc3ccccc3[N+](=O)[O-])cc2)CC1 | 26.3 | nt | nt
O=C(NNC(=O)c1ccc(F)cc1F)c1ccc2c(c1)OCO2 | ? | nt | nt
O=C1c2ccccc2C(O)N1CCN1CCOCC1 (configuration not stated) | nt | 0.91 | 0.51
Cc1ccc(CS(=O)(=O)Cc2ccc(C(=O)NCc3cccs3)o2)cc1 | 5.6 | nt | nt
O=C(Nc1ccc(C(F)(F)F)cc1)c1ccc2nc[nH]c2c1 | 16.7 | -0.77 | 0.5
O=C(Nc1cccc(NC(=O)c2ccc3c(c2)OCO3)c1)c1ccccc1 | 27.3 | nt | nt
Oc1cccc2c(NC(=S)Nc3ccc(OC(F)F)cc3)cccc12 | 14.3 | 0.05 | -1.13
Cc1ccc(-c2csc(Nc3ccccc3)[n+]2CCc2ccccc2)cc1 | 13.3 | nt | nt
COc1ccc(C(c2nnnn2CC2CCCO2)N2CCN(c3ccc(F)cc3)CC2)cc1 (configuration not stated) | nt | 0.33 | -0.07
N#Cc1nc(Cc2ccccc2)oc1NCc1cccnc1 | 9.5 | 0.45 | 0.24
C=CCn1c(O)c(N=O)c2cc(C)ccc21 | 28.6 | nt | nt
O=C(c1ccc(Cl)cc1)N1CCCCC(Sc2nnc(-c3ccc4c(c3)OCO4)o2)C1=O (configuration not stated) | 34.4 | -0.48 | 0.43
COc1cccc(-c2cc(C(F)(F)F)nc(-n3cc(Cl)cn3)n2)c1 | -3.2 | -1.64 | -1.05
Cc1sc2ncn(CC(=O)N3CCOCC3)c(=O)c2c1-c1ccccc1 | -16.7 | nt | nt
COC(=O)c1c[nH]n2c(=O)c(Cl)c(C)nc12 | -16.7 | 0.13 | 0.17
COc1ccc(/C=C/C(=O)c2nc3ccccc3n2CC(=O)c2ccc(OC)cc2)cc1 | nt | -1.31 | -1.31
CO/N=C/c1ccc(Oc2ccc(C)cc2)nc1 | 35.7 | -0.34 | -0.8
CCOC(=O)c1ccc(NC(=O)Cn2ncc(Cl)c(Cl)c2=O)cc1 | -170.3 | -1.25 | -0.63
CCNc1nc(OC)nc(Oc2ccc(C(=O)OC)cc2)n1 | -36.7 | 0.91 | 1.85
O=C(CSc1ccc2nnc(-c3ccccc3)n2n1)NCc1ccco1 | nt | 0.38 | 0.37
O=C(Nc1ccccn1)c1cc(-n2cnnc2)ccc1Cl | 30.8 | 1.05 | 0.58
CNC(=O)c1ccsc1NC(=O)c1ccc2c(c1)CCCC2 | 75.6* | -0.97 | -0.51
O=C1Nc2ccccc2N2CCCC12 (configuration not stated) | 14.3 | nt | nt
O=C(O)C1CC=CCC1C(=O)Nc1ccc(S(=O)(=O)N2CCCc3ccccc32)cc1 (configuration not stated) | 25.8 | 0.53 | 0.14
N#Cc1c(NC(=O)CSc2nnnn2C2CCCC2)sc2c1CCCC2 | -2.7 | -0.7 | 0.22
N#Cc1nc(Cc2cccc3ccccc23)oc1NCCCN1CCOCC1 | nt | 0.33 | 0.54
O=S(=O)(/N=C(/Nc1ccccc1)c1ccccc1)c1cccs1 | nt | 0.42 | 0.27
O=C(O)C1CCCN1S(=O)(=O)c1cccs1 (configuration not stated) | 5.7 | 1.25 | 2.08
CCOC(=O)C(C)Sc1nnc(NC(=O)c2ccc3c(c2)OCO3)s1 (configuration not stated) | -2.9 | nt | nt
Cc1ccc(NC(=O)c2cccc(OCc3c(C)noc3C)c2)c(C)c1 | 19.4 | -0.77 | -1
CC(C)CNC(=O)c1cccc(NC(=O)CSc2ccc(Cl)cc2)c1 | -36.4 | 0.21 | -0.15

Source: PubChem (several laboratories)
